# From PubChem
# HCMV antiviral = qHTS Assay for inhibitors of the human cytomegalovirus (HCMV). HFF cells, HCMV-luciferase reporter, 72 h; active compounds read low. activity change, negative = inhibition, % at 57.5 µM. 410,000 compounds, 4.5% hits. AID 1259415, 2018; in the data active means activity change below about -60%; inconclusive means no clear call, values can overlap the other calls; inactive means above about -39%
#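 Two-dose cell screen: HFF monolayers treated with compounds and infected with luciferase-expressing HCMV at 1 PFU/cell, 72 h at 37C, then lysed for luciferase measurement.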
# AMA1-RON2 inh = qHTS for Inhibitors of AMA1-RON; Towards Development of Antimalarial Drug Lead: Primary Screen | Potency, µM (doses to about 58.2 µM), inactives show top-dose activity change, negative = inhibition, most hits filed as inhibitors | 360,000 compounds, 0.2% hits | AlphaScreen AMA1-biotinylated RON2 peptide binding | Plasmodium falciparum AMA1 (3D7) - RON2 peptide interaction; active means well fitted inhibition curve with a large enough effect; inconclusive means small, poorly fitted or top-dose-only effect; inactive means no such curve, though single readings can be large or run the other way;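 further: potency means the concentration at half of the fitted maximal effect; 0% = vehicle wells and -100% = peptide control; nearly all actives have a fitted effect of over 45% in size; some results filed as inactive show a strong effect at the top dose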
#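 AMA1 (3D7) with his tag at 25 nM final met compounds first, then biotinylated RON2 peptide at 25 nM; detection used donor plus acceptor beads, 10 µg/mL apiece, read by AlphaScreen after 30 min at room temperature.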
# Numbers without * were called inactive; ? = inconclusive; [ ] = another dose, or the depositor's remark. Unless noted, on the % scale 0 is the no-effect control and ±100 the full control effect.
SMILES,HCMV antiviral,AMA1-RON2 inh
COCCNC(=O)C1(C)CCCN(Cc2ccc(-c3ccccc3)o2)C1 (centres undefined),-21.3,3.5%
Clc1ccc(C2Nc3cccc4cccc(c34)N2)c(Cl)c1,-17.9,-14.6%
Nc1nc2c(ncn2[C@@H]2O[C@H](CNCc3ccc(Oc4cc(-n5cccn5)ncn4)cc3)[C@@H](O)[C@H]2O)c(=O)[nH]1,30.0,13.2%
CCC12CCC3c4ccc(O)cc4CCC3C1CC(O)C2O (centres undefined),13.8,2.3%
CC(=O)N1CCOc2ccc(S(=O)(=O)NC[C@H]3O[C@@H](n4ccc(=O)[nH]c4=O)[C@H](O)[C@@H]3O)cc21,8.2,22.1%
c1ccc2c(c1)oc1c(-c3cccc4nccn34)cccc12,10.5,-8.5%
COC(=O)[C@]12CCCCC=C1N(CCc1ccc(OC)c(OC)c1)C(=O)[C@H](CC(=O)N1CCCC1)C2,-37.2,-6.9%
Cc1cccc(-c2nnc(C(C)Nc3cccc(C(=O)NC4CC4)c3)o2)c1 (centres undefined),13.5,1.4%
COc1ccc2c(c1)CO[C@@]21O[C@H](CCO)C[C@H](O)[C@H]1O,17.0,3.3%
NC(CS(=O)O)C(=O)O (centres undefined),?,32.3%[activator]
CCCCNc1c(CCc2ccccc2)nc2nc(C)cc(C)n12,3.9,13.4%
CC(=O)c1cc2c(cc1NC(=O)CSc1ncccn1)OCO2,3.8,6.9%
CN(C)c1cccc(CNC(=O)c2csc(COCCO)n2)c1,16.3,4.3%
CSc1ccc(OC2(C)CCN(Cc3ccc(OC(F)(F)F)cc3)C2)cc1 (centres undefined),2.9,-16.5%
CN1CCOCCOc2ccccc2OCCOCC1,-32.2,-3.4%
CCOC(=O)[C@]12Cc3cc(OC)ccc3[C@H]1N(C1CCCCC1)C(=O)c1cc(OC)ccc12,-98.3*,5.4%
COc1cccc(S(=O)(=O)N(C)C[C@@H]2OCc3cnnn3CCCC(=O)N([C@H](C)CO)C[C@@H]2C)c1,3.7,-3.1%
CCCCCCN1C[C@@H](n2cc(C3CC3)nn2)[C@H](O)C[C@@H]1c1ccc(C)cc1,10.8,-2.8%
CC(C)C[C@@H]1CN(CCCC[C@H]2CNC(=O)C(=O)N2CCC2CCCCC2)C(=O)C(=O)N1CC1CCCCC1,44.9,-4.9%
COCCNc1nc(Nc2ccc(C)cc2C)c2sc(-c3ccccc3)cc2n1,-28.9,-1.0%
C[C@@H]1CN([C@@H](C)CO)C(=O)CCCn2nncc2CO[C@H]1CN(C)C(=O)CCC(F)(F)F,18.3,10.8%
CN1OC[C@@H]2CN(Cc3ccccc3)[C@H](c3cccc(-c4ccc(C#N)cc4)c3)C[C@@H]21,22.0,-20.1%
COc1ccc(S(=O)(=O)N2CCOCC2)cc1NC(=O)c1ccc(S(=O)(=O)N(C)c2ccccc2OC)cc1,-32.3,-4.8%
Cc1ccc(NC(=O)CSc2nnc3n2CCCCC3)cc1S(=O)(=O)N1CCOCC1,-8.3,40.3%[activator]
O=C(Nc1cccc(Cl)c1)ON1CCCCC1,-16.4,-0.2%
O=C1NCN(c2ccccc2)C12CCN(C(CCc1ccccc1)c1nnnn1Cc1ccccc1)CC2 (centres undefined),-0.1,-19.3%
Cc1cc2nc(-c3ccc(Cl)cc3)c(Cc3ccsc3)n2c(C)c1Br,99.1,29.9%
COc1ccc(S(=O)(=O)NC(=O)C2(C)CCN2C(=O)C2CCCCC2)cc1OC (centres undefined),-10.2,0.0%
CC1CCC(NC(=O)c2ccc(Br)o2)CC1 (centres undefined),4.6,3.6%
O=C1CCC[C@@H]2Cc3nc4ccccc4cc3[C@@H]3CCN1[C@H]23,23.7,-3.9%

# In the list so far, 2 have a thiophene ring, fused or not:
SMILES,HCMV antiviral,AMA1-RON2 inh
COCCNc1nc(Nc2ccc(C)cc2C)c2sc(-c3ccccc3)cc2n1,-28.9,-1.0%
Cc1cc2nc(-c3ccc(Cl)cc3)c(Cc3ccsc3)n2c(C)c1Br,99.1,29.9%

# Going on with the list:
SMILES,HCMV antiviral,AMA1-RON2 inh
Cc1nn(-c2ccc(Cl)cn2)c2c1C(=O)CC(C)(C)C2Br (centres undefined),-24.3,-9.6%
CC(=O)NC(c1cccc(F)c1)c1nc(-c2cnc3ccccc3c2)cs1 (centres undefined),50.0,0.0%
C[C@]12CCC[C@H](O1)c1c(cc3c(c1O)C(=O)c1c(O)cc(O)cc1C3=O)O2,-14.7,-24.4%
CCCCCNC(=O)C(c1ccncc1)n1c(=O)c(-c2ccccc2)nc2ccccc21 (centres undefined),4.1,-5.8%
Cn1c(=O)c2cc(NC(=O)CCc3cccnc3)ccc2n1Cc1ccc(F)cc1,?,-4.3%
CCc1nc2ccc(C(=O)NCCCn3ccnc3)cn2c1N(C)Cc1ccc(Cl)cc1,-13.4,-1.0%
CCCc1ccc(C(O)c2ncc(-c3ccccc3F)[nH]2)cc1 (centres undefined),55.2,-6.7%
O=S1(=O)N[C@H](Cc2ccccc2)COc2cc(N3CC[C@H](O)C3)ccc21,-3.8,1.5%
CC1(C(=O)Nc2ccc3c(c2)OCCO3)CSCC(=O)N1Cc1ccco1 (centres undefined),127.5,-8.5%
CCNC(=O)C1(C)CCN(Cc2noc(-c3c(C)noc3C)n2)C1 (centres undefined),-12.2,1.6%
CN(c1ccccc1)c1nccc(=O)[nH]1,14.1,1.4%
C=C1CCN([C@@H](CC(C)C)C(=O)NCCC(C)C)S(=O)(=O)c2ccccc21,15.4,34.0%[activator]
COC(=O)C[C@H]1C[C@H]2c3cc(NC(=O)C4CCOCC4)ccc3O[C@H]2[C@@H](CO)O1,-4.4,0.5%
COc1ccc(NC(=O)c2nc[nH]c2C(=O)N(C)CCO)cc1,-23.1,-26.3%
CC(=O)NCCNc1nc2cc(-c3cccc(C(F)(F)F)c3)sc2c(=O)n1C,7.7,5.7%
COc1ccc(CCCN2CCC(CN3C(=S)NC[C@@H]3Cc3ccccc3)CC2)cc1OC,-25.9,-14.1%
CC(C(=O)NCc1ccccc1)n1c(-c2ccc3c(c2)CCO3)nc2ccccc21 (centres undefined),7.0,-12.2%
Cc1ccc(NC(=O)c2ncn(CCCN[C@H](C)c3cccc4ccccc34)n2)cc1C,-33.3,-8.2%
CCN(CC)S(=O)(=O)c1ccc(N2CC(C(=O)Nc3cccc(C(=O)NC4CC4)c3)CC2=O)cc1 (centres undefined),-27.5,0.0%
CC(=O)Nc1cc2c(cc1Br)-c1ccccc1C2,20.3,7.8%
Cc1ccc(-c2ccc(CN3C(C)C(=O)N(Cc4cn(Cc5ccco5)nn4)CCS3(=O)=O)cc2)c(C)c1 (centres undefined),-35.9,0.9%
COc1cc(OC)c(OC)cc1C=Cc1ccc2ccccc2n1,76.8,-1.1%
Cc1noc(C)c1C(=O)OC(C)C(=O)c1c[nH]c2ccccc12 (centres undefined),-2.0,-7.8%
COc1ccc(C(=O)N2CCC2(C)C(=O)NC(C)C)cc1OC (centres undefined),-13.1,-4.4%
COc1ccc2cc(N3CCCC3=O)ccc2c1,16.5,3.1%
Cc1ccc(CNC(=S)Nc2ccc3c(c2)c(=O)n(C)n3Cc2cccc(C(F)(F)F)c2)cc1,-15.1,37.0%[activator]
COC(=O)/C=C1\OCc2ccc(C)cc21,21.9,-2.3%
N#CC1(Nc2ccc(Br)cc2)CCCC1,18.9,-1.0%
COCCNC(=O)C1(C)CCCN(Cc2noc(-c3ccccc3OC)n2)C1 (centres undefined),-0.8,-1.1%
CCOC(=O)[C@]12CCC=C1N(Cc1ccc3c(c1)OCO3)C(=O)[C@H](CC(=O)N1CCC(c3ccccc3)CC1)C2,14.5,-21.9%
Cc1cc(C)c(C)c(C(O)(C(=O)O)c2ccccc2)c1 (centres undefined),-20.6,14.8%
CC1=C(C(=O)N2CCOCC2)CC(CC(=O)NCc2cccs2)C(=O)N1Cc1ccc(C(C)(C)C)cc1 (centres undefined),-12.2,-2.9%
Clc1ccccc1N=Nc1ccccn1,-0.3,-28.3%
Clc1ccc2c(NCCNC3CCCCC3)ccnc2c1,-83.6*,5.3%
COc1ccc(OC)c(S(=O)(=O)NC(=O)C2(C)CCN2C(=O)c2ccco2)c1 (centres undefined),-10.4,1.4%
Cc1cc2ccccc2cc1C(=O)c1ccccc1,-13.9,29.1%
COc1cccc(C(NC(C)=O)c2nc(-c3cccc(F)c3)cs2)c1 (centres undefined),-30.5,12.0%
COC(=O)c1sc(N)nc1CCNC(=O)OC(C)(C)C,5.1,-1.4%
COc1ccccc1NC(=O)c1ccc([N+](=O)[O-])o1,-62.7*,-7.8%
Cc1noc(C)c1NC(=O)Nc1ccc2c(c1)C(=O)N([C@@H](C)CO)C[C@@H](C)[C@H](CN(C)C(=O)Nc1cccc3ccccc13)OCCCC[C@H](C)O2,6.2,-7.5%
CCOc1ccc(CCNC(=O)COC(=O)c2[nH]c(C)c(C(C)=O)c2C)cc1OCC,-30.7,0.0%
O=C(NC(c1cccnc1)c1ccc2c(c1)OCO2)C1CCN(CCOc2ccc(Cl)cc2Cl)CC1 (centres undefined),-19.8,-13.5%
COc1cc2c(Cc3ccccc3)cncc2cc1O,?,1.4%
C[C@H](CO)N1C[C@H](C)[C@@H](CN(C)C(=O)Nc2cccc3ccccc23)OCCCC[C@H](C)Oc2ccc(NS(=O)(=O)c3cn(C)cn3)cc2C1=O,-9.9,-3.4%
CCC1NC(=O)c2cccnc2-n2c1nc1ccc(C)cc1c2=O (centres undefined),-2.5,1.0%

# Part of the list above in order of SMILES length, high to low.
SMILES,HCMV antiviral,AMA1-RON2 inh
CCOc1ccc(CCNC(=O)COC(=O)c2[nH]c(C)c(C(C)=O)c2C)cc1OCC,-30.7,0.0%
COc1ccc(OC)c(S(=O)(=O)NC(=O)C2(C)CCN2C(=O)c2ccco2)c1 (centres undefined),-10.4,1.4%
COc1cccc(C(NC(C)=O)c2nc(-c3cccc(F)c3)cs2)c1 (centres undefined),-30.5,12.0%
Cc1cc(C)c(C)c(C(O)(C(=O)O)c2ccccc2)c1 (centres undefined),-20.6,14.8%

# Two records picked at random from those above:
SMILES,HCMV antiviral,AMA1-RON2 inh
CC1=C(C(=O)N2CCOCC2)CC(CC(=O)NCc2cccs2)C(=O)N1Cc1ccc(C(C)(C)C)cc1 (centres undefined),-12.2,-2.9%
COc1ccc(OC)c(S(=O)(=O)NC(=O)C2(C)CCN2C(=O)c2ccco2)c1 (centres undefined),-10.4,1.4%

# Other structures
SMILES,HCMV antiviral,AMA1-RON2 inh
COc1ccc(NC(=O)C2(C)CCN2Cc2ccc(OC(F)(F)F)cc2)cc1OC (centres undefined),1.0,-16.2%
CCCCN1CC(COCc2ccccc2)Oc2cccc(OCc3ccc(OC)cc3)c2S1(=O)=O (centres undefined),-24.0,-8.6%
CCN(CC)C(=O)Cn1cc(S(=O)(=O)CC(=O)Nc2ccc(F)cc2)c2ccccc21,31.1,-8.4%
Cc1ccc(S(=O)(=O)N2Cc3cc(N4CCOCC4)ccc3-n3nncc3C2)cc1,-17.7,4.3%
COC(=O)C1=CN(c2ccc(OC)cc2)C(N)=C(C#N)C1c1ccc(OC)cc1 (centres undefined),-1.9,2.1%
CCOC(=O)C1OC1(c1ccccc1)c1ccccc1 (centres undefined),-21.5,-24.8%
COc1ccc(C(C)(NC(C)=O)c2nc(-c3cccc(NC(C)=O)c3)cs2)cc1 (centres undefined),56.6,-14.2%
COc1ccc(C(=O)c2ccc(Br)cc2)c(OC)c1OC,20.4,-9.4%
CC(=O)Nc1cc(-c2ccc(F)cc2)cn2c(-c3ccc(F)c(Cl)c3)cnc12,22.5,36.2%[activator]
C[N+](C)(C)CCC(=O)N1C/C(=C/c2ccccc2)C(=O)/C(=C\c2ccccc2)C1,-66.6*,-4.1%
CCOC(=O)C1CCCN(C(=O)c2ccc3c(c2)CCO3)CC1 (centres undefined),45.6,-5.8%
CC(=O)C[C@H]1c2cc(F)ccc2S(=O)(=O)N1c1ccc(N(C)C)cc1,-17.9,-22.6%
O=C(Nc1ccc(N2CCCC2)c(Cl)c1)c1ccccc1F,85.9,-7.1%
OCCN1CCSC1=S,-2.8,2.7%
NC(c1csc(NC(=O)Nc2ccccc2Oc2ccccc2)n1)c1ccccc1Cl (centres undefined),-24.7,73.5%[activator]
Cc1ccc(C2=CSC3=NCCN23)cc1,-0.7,-5.8%
O=C1C[C@@H](c2ccccc2)Oc2cc(O)cc(O)c21,20.9,-2.4%
O=C(NCc1cccnc1)c1cc(C2CCCN(S(=O)(=O)c3cccc4cccnc34)C2)on1 (centres undefined),-8.3,1.1%
NC(=S)NN=Cc1c[nH]c2nccnc12,-17.5,51.4%[activator]
CC1(C(=O)NCc2ccccc2)CN(S(C)(=O)=O)CC(=O)N1Cc1cccc(C(F)(F)F)c1 (centres undefined),-1.4,1.9%
COC(=O)C(Sc1ccc(Cl)cc1)C1SC(=S)N(Cc2ccccc2)C1=O (centres undefined),-5.2,-5.4%
COc1cccc(C(O)c2nc(-c3ccc(F)c(Cl)c3)cs2)c1 (centres undefined),-12.5,18.6%
O=C(CCC(C(=O)c1ccccc1)c1ccccc1)c1ccccc1 (centres undefined),-12.4,41.0%[activator]

# An excerpt; the hit share may differ from the screen's.
